Rac1 GTP hydrolysis – MgcRacGAP GTPase-activating activity inhibitors, confirmation, biochemical, ADP Hunter fluorescence; actives 0.6% (n = 340,000); inhibition, % at 30 µM; hits with a dose series show IC50 in µM; AID 624330; MgcRacGAP-stimulated Rac1 GTP hydrolysis, ADP Hunter fluorescence; higher % means a stronger effect; GST-tagged Rac1 F28L mutant substrate;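 active = first-screen hits whose inhibition reached a set limit at any dose in the follow-up dose series; inconclusive = inhibition above the set first-screen limit but never retested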;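 also: fluorescence reports GDP produced by GAP-driven GTP hydrolysis; strong numbers were not always called active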
UTI89 phage lysis – protection from phage-mediated lysis, alamar blue read-out – E. coli UTI89, K1F phage, bacterial capsule biogenesis inhibitors (AID 488966); E. coli UTI89 K1F phage lysis, alamar blue, 2 h; higher % means a stronger effect; one-dose inhibition, % at 100 µM; IC50 in µM for titrated hits; actives 0.02% (n = 340,000);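 active = phage lysis inhibition, versus mean bacterial control, above a set limit; inconclusive = no clear call, values can overlap the other calls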;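 also: capsule biogenesis inhibitors block K1F phage lysis so surviving cells raise fluorescence; higher fluorescence means more inhibition of phage lysis; actives were called in the ten point dose series up to 300 µM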
* = called active by the depositor; i = inactive; ? = inconclusive; [ ] = another dose, or the depositor's remark. Not all compounds are listed, so the mix of outcomes need not match the whole.

SMILES	Rac1 GTP hydrolysis	UTI89 phage lysis
O=C(CCS(=O)(=O)c1ccc(Cl)cc1)Nc1cccc(S(=O)(=O)N2CCCCCC2)c1	1.5%	0.6%[50 µM]
O=C(NNc1nc(N2CCOCC2)nc(N2CCOCC2)n1)c1ccccc1	3.2%	0.6%
O=C(CCCCCCCCC(=O)N1CCCCC1)N1CCCCC1	-2.5%	-1.3%
COc1ccc(C2(SCC(N)C(=O)O)c3ccccc3-c3ccccc32)cc1 (stereo not given)	-5.4%	0.4%
CC(C)CC(CO)NS(=O)(=O)c1cccc(Cl)c1F (stereo not given)	9.1%	0.1%
O=C(O)c1cccc2c1Cc1cc(Cl)ccc1-2	9.2%	-3.1%
Cc1ccccc1-c1cccc([C@@H]2C[C@H]3[C@H](CON3C)CN2C)c1	10.8%	0.1%
C[C@@H]1ON(C)[C@H]2C[C@H]3c4cc(-c5cccc(F)c5)ccc4CCN3C(=O)[C@@H]12	6.8%	-0.1%
Cc1cccc2c(=O)n3c(cc12)-c1[nH]c2ccccc2c1CC3	7.8%	-3.5%
C=CC(=O)N1C/C(=C/c2ccccc2)C(=O)/C(=C\c2ccccc2)C1	26.6%	-1.5%
NC(=O)c1ncn([C@@H]2O[C@H](CN=C3NS(=O)(=O)c4ccccc43)[C@@H](O)[C@H]2O)n1	3.8%	0.2%
CC(=O)OC1CCC2(C)C3CCC4(C)C(C(C)=O)CCC4C3CC3OC32C1 (stereo not given)	5.0%	7.4%
O=C(NC1CC1)c1ccc(NC(=O)C2CCCCC2)cc1	6.5%	0.3%
CCOC(=O)C1=NNC(C(=O)OCC)C1C(=O)OCC (stereo not given)	6.7%	-2.1%
Cc1ccc(S(=O)(=O)NCCCNC(=O)OCc2ccccc2)cc1	-3.2%	2.2%
CCOc1cc(/C=C(\CC(=O)O)c2nc3ccccc3s2)ccc1OCC(=O)Nc1cccc(C(F)(F)F)c1	5.3%	-1.6%[50 µM]
COC(=O)CC1(CC(N)=O)SCCS1	5.7%	-0.2%
C#CCN1C=CC(=O)[C@@H](OC(=O)NCCC)[C@H]1c1ccccc1Br	7.3%	0.1%
O=C(Nc1ccc(Cl)cc1)NN1CCCCCC1	6.7%	-2.0%
COc1cc(OCc2ccccc2)c(OC)c(OCc2ccccc2)c1	5.1%	0.7%
COc1ccc(C2/C(=C(/O)c3cnn(-c4ccccc4)c3C)C(=O)C(=O)N2CCN(C)C)cc1OC (stereo not given)	16.2%	0.2%
COc1cc(C2C3=C(COC3=O)Oc3cc4c(cc32)OCO4)cc(OC)c1O (stereo not given)	3.5%	2.7%
COc1cc2c(c3ccccc13)CCCC2=O	-0.2%	-2.8%
CCOC(=O)N1C(=O)NC(=O)C1c1ccccc1 (stereo not given)	2.2%	1.8%
CN(CCc1ccccc1)C(=O)c1ccc(NC(=O)Cc2ccc(NC(=O)C3CCN(C(=O)CCc4ccccc4)CC3)cc2)cc1	4.9%	0.0%

Copied from the list.
Rac1 GTP hydrolysis with C#CCN1C=CC(=O)[C@@H](OC(=O)NCCC)[C@H]1c1ccccc1Br stands at 7.3%
Rac1 GTP hydrolysis with C=CC(=O)N1C/C(=C/c2ccccc2)C(=O)/C(=C\c2ccccc2)C1 stands at 26.6%

(more compounds)
SMILES	Rac1 GTP hydrolysis	UTI89 phage lysis
Cc1nn(Cc2ccccc2)c(C)c1CNC(=O)[C@H](C)N=C1NS(=O)(=O)c2ccccc21	3.2%	0.0%[50 µM]
O=C1OCC2=C1C(c1ccc(Cl)cc1)c1cc3c(cc1O2)OCO3 (stereo not given)	-7.4%	-2.2%
CN(C(=O)c1cccc(NC(=O)Cc2ccc(NC(=O)C3CCCN(C(=O)C4CCCCC4)C3)cc2)c1)C1CCCCC1 (stereo not given)	5.1%	0.5%
COc1cc(C(=O)N2CCN(c3cccc(C(F)(F)F)c3)CC2)ccc1OCC(=O)N1CCOCC1	8.9%	0.5%[50 µM]
CN1C[C@@H]2[C@@H]3C(=O)N(Cc4ccccc4)C(=O)[C@@H]3[C@](Cc3ccccc3)(C1=O)N2C(=O)c1ccc(Cl)c(Cl)c1	11.7%	1.8%
CNS(=O)(=O)c1cccc(C(=O)OCC(=O)c2c(N)n(Cc3ccccc3)c(=O)n(C)c2=O)c1	3.4%	0.5%[50 µM]
CSCCC(NC(=O)c1cccc(S(=O)(=O)N2CCN(C(C)=O)CC2)c1)c1nc2ccccc2[nH]1 (stereo not given)	3.3%	0.6%[50 µM]
Cc1cc(=O)n(C(C)c2ccccc2)n1C(C)c1ccccc1 (stereo not given)	5.7%	1.5%
CSc1nnc2c(=O)[nH]c(=O)n(C)c2n1	3.9%	?
O=[N+]([O-])c1ccccc1C=NNc1ccccc1	-5.3%	-5.0%
O=c1[nH]c2c(c(=O)[nH]1)CCCCCC2	-1.3%	-1.8%
O=C1C[C@@H]2c3c(cccc3CN1Cc1ccc(Cl)cc1)C[C@@H](O)[C@H]2O	1.2%	0.1%
CCC1(C(N)=O)CC2C=CC1C2 (stereo not given)	1.6%	-1.3%
O=C(CNC(=O)OCc1ccccc1)NC(Cc1cnc[nH]1)C(=O)O (stereo not given)	-0.7%	-1.8%
O=C(O)CC1(CC(=O)O)Nc2ccccc2SC1=O	-9.8%	4.0%
CC(=O)Nc1cc2c(cc1[N+](=O)[O-])-c1ccccc1C2=NO	-1.8%	0.2%
CCCCCN(C(=O)CCC(=O)OC(C)C(=O)c1ccc(CC)cc1)c1c(N)n(CCCC)c(=O)[nH]c1=O (stereo not given)	4.9%	0.6%[50 µM]
O=C(Cc1ccc(NC(=O)C2CCCN(C(=O)C3CCCCC3)C2)cc1)Nc1cccc(C(=O)N2CCCC2)c1 (stereo not given)	-1.2%	0.0%
O=C(O)c1ccc(Oc2nc3ccccc3s2)cc1	6.7%	0.7%
C=CS(=O)(=O)N(Cc1ccccc1Br)[C@H](CO)CC(C)C	10.4%	3.0%
O=C(c1ccc(-c2ccccc2Cl)o1)N1CCCCCCC1	7.1%	-0.9%[50 µM]
Cn1c(=O)[nH]c(=O)c2c1nc(N1CCN(C(=O)c3ccco3)CC1)n2CCCSc1ncccn1	8.1%	0.1%
O=P1(NC2CCCC2)OCC2(CO1)COP(=O)(NC1CCCC1)OC2 (stereo not given)	1.7%	-0.4%
CC(Oc1ccccc1Cl)C(=O)Nc1ccc(S(=O)(=O)N2CCOCC2)cc1 (stereo not given)	4.1%	0.2%
COC(=O)[C@H]1[C@H](CCc2ccccc2)NC(=O)N(Cc2ccccc2)[C@@H]1C	5.2%	-1.5%

Carrying on:
SMILES	Rac1 GTP hydrolysis	UTI89 phage lysis
CCOC(=O)Cc1c[nH]c2ccc([N+](=O)[O-])cc12	4.5%	-1.0%
CC[C@]12C(=O)N(C)C[C@H]([C@@H]3C(=O)N(C)C(=O)[C@@H]31)N2C(=O)c1ccc(Cl)cc1	7.1%	2.3%
O=C(Nc1c(Cl)cc2c(c1Cl)Cc1cc([N+](=O)[O-])ccc1-2)C(Cl)Cl	2.5%	1.4%
COC(=O)c1ccc2c(c1C(=O)OC)CN(S(=O)(=O)C(C)(C)C)[C@@H]2CCO	5.7%	1.0%
CN(CC(=O)Nc1cc(C(F)(F)F)ccc1-n1cncn1)Cc1nc2ccccc2c(=O)[nH]1	8.2%	-0.3%
O=c1[nH]c2ccc(Cl)cc2[nH]1	8.2%	-2.9%
Cc1cccc(NC(=O)CNC(=O)CN2C(=O)NC(C)(CCC(C)C)C2=O)c1C (stereo not given)	4.8%	-0.2%[50 µM]
COc1ccc(C(=O)Nc2ccccc2-c2nnn(CC(N)=O)n2)cc1	-6.5%	0.0%
COc1cc2c(cc1OC)C(O)C(O)(CO)C(C(=O)O)C2c1cc(OC)c(OC)c(OC)c1 (stereo not given)	1.8%	0.2%
CCOC(=O)/C=c1/s/c(=C\c2c(OC)ccc3ccccc23)c(=O)n1CC(=O)NCC1CCCO1 (stereo not given)	5.1%	-4.1%
Cc1ccc(NC(=O)c2ccc(S(=O)(=O)N(C)c3ccccc3)cc2)cc1S(=O)(=O)N1CCOCC1	4.8%	0.2%[50 µM]
COc1cccc(CN(C)C(=O)COc2cccc3c2OC(C)(C)C3)c1OC	0.4%	0.6%[50 µM]
Cn1nc(C(=O)O)c(=O)n(C)c1=O	3.4%	1.6%
Brc1cnc(OCc2ccccc2)nc1OCc1ccccc1	-2.1%	-4.7%
CC1(c2ccccc2)NC(=O)N(CC(=O)Nc2ccc(S(=O)(=O)NC3=NCCCCC3)cc2)C1=O (stereo not given)	0.4%	0.4%[50 µM]
COc1cccc(/C=N/Nc2ccc(S(=O)(=O)Nc3ccccc3C(=O)O)cc2[N+](=O)[O-])c1O	5.2%	-1.6%[50 µM]
CNc1nc(N/N=C/c2cc([N+](=O)[O-])ccc2F)nc(Nc2ccccc2)n1	10.4%	0.1%
CC1CNC(=S)N(c2ccc(F)cc2)C1=O (stereo not given)	7.3%	1.0%
COc1cccc(NC(=O)CN(C)C(=O)c2cc(S(=O)(=O)Nc3ccccc3OC)ccc2C)c1	4.1%	0.7%[50 µM]
Cc1cc(=O)oc2c(O)c(O)ccc12	25.9µM*	1.9%
COc1cccc(CN(c2ccccc2C(=O)O)S(=O)(=O)c2ccc(C)cc2)c1	3.7%	-1.1%
CCOc1ccc(NC(=O)CN(C)C(=O)c2ccc(OCC(=O)N3CCOCC3)c(OC)c2)cc1OCC	2.4%	1.0%[50 µM]
C[C@H](O)[C@@H]1C(=O)N2CCc3ccc(N4CCN(C)CC4)cc3[C@@H]2C[C@@H]1N(C)C(=O)c1ccc(C#N)cc1	9.5%	0.2%
C=C(C)CN=CC1(C)CCC(C)=CO1 (stereo not given)	-0.9%	0.5%
Cc1ccccc1Oc1ccc2c(c1)[C@@H]1C[C@H]3[C@@H](C(=O)N1CC2)[C@H](C)ON3C	9.4%	0.1%

Given field by field: part of the list above.
Cc1cc(=O)oc2c(O)c(O)ccc12
- Rac1 GTP hydrolysis: 25.9µM*
- UTI89 phage lysis: 1.9%

CC[C@]12C(=O)N(C)C[C@H]([C@@H]3C(=O)N(C)C(=O)[C@@H]31)N2C(=O)c1ccc(Cl)cc1
- Rac1 GTP hydrolysis: 7.1%
- UTI89 phage lysis: 2.3%

CNc1nc(N/N=C/c2cc([N+](=O)[O-])ccc2F)nc(Nc2ccccc2)n1
- Rac1 GTP hydrolysis: 10.4%
- UTI89 phage lysis: 0.1%

O=C(Nc1c(Cl)cc2c(c1Cl)Cc1cc([N+](=O)[O-])ccc1-2)C(Cl)Cl
- Rac1 GTP hydrolysis: 2.5%
- UTI89 phage lysis: 1.4%

(more compounds)
SMILES	Rac1 GTP hydrolysis	UTI89 phage lysis
COCCn1c(SCC(=O)NCC(c2ccccc2)N(C)C)nc2sc3c(c2c1=O)CCC3 (stereo not given)	5.1%	0.1%[50 µM]
CC1CC(C)C(=O)C(C(CC2CC(=O)NC(=O)C2)OC(=O)CC(=O)c2ccccc2)C1 (stereo not given)	-0.7%	-0.2%
COC(=O)c1cc2ccccc2c([N+](=O)[O-])c1O	10.1%	-1.8%
CCOC=C1C(=O)N(C(C)=O)c2cc(OC)c(OC)cc21	-0.8%	10.4%
CCN(CC)S(=O)(=O)c1ccc(NC(=O)CSc2nc3nc(C)cc(C)c3c(=O)[nH]2)cc1	13.1%	0.7%[50 µM]
CC12CC3OC3CC1CCC1C2CCC2(C)C1CCC21OCCO1 (stereo not given)	6.3%	0.8%
O=C1NC(CCO)C(=O)NC1CCO (stereo not given)	1.3%	3.6%
CC(=O)OCC(=O)C1(O)CCC2C3CCC4=CC(=O)CCC4(C)C3C(O)CC21C (stereo not given)	-4.1%	4.5%
CSc1nc2c([nH]1)c(=S)n(C)c(=O)n2C	8.3%	1.8%
CC(=O)c1ccc(-c2[nH]c3ccccc3c2CCN2C(=O)c3ccccc3C2=O)cc1	10.0%	0.3%
CCN(CC)S(=O)(=O)c1ccc(N2CCOCC2)c(NC(=O)CSCc2c(C)noc2C)c1	9.3%	0.6%[50 µM]
O=[N+]([O-])c1ccc(S(=O)(=O)NN=Cc2ccc(Cl)c(Cl)c2)cc1	-1.1%	-5.5%
CC1NC(C)c2c(ccc3ccccc23)O1 (stereo not given)	114µM*	10.9%
O=C(NNC(=O)c1ccc(Cl)cc1Cl)c1ccc2ccccc2c1	2.7%	-0.2%
CC(=O)N1CCN(C(=O)c2ccc(NS(=O)(=O)c3ccc(Cl)c(Cl)c3)cc2)CC1	0.7%	1.1%[50 µM]
CC1(C)OC2CC3C4CC=C5CC(O)CCC5(C)C4CCC3(C)C2(C(=O)CO)O1 (stereo not given)	5.2%	1.4%
CN1C(=O)CCC2(c3ccccc3)CC=C(O)C=C12 (stereo not given)	2.4%	1.0%
CSC(=NS(=O)(=O)c1ccc(N)cc1)NS(=O)(=O)c1cccs1	-4.5%	2.2%
COc1cc(/C=C/c2ccc(/C=C/c3cc(OC)c(OC)c(OC)c3)cc2)cc(OC)c1OC	-8.6%	i
N=C1N(c2ccccc2)C(=S)C(=Nc2ccccc2)N1c1ccccc1	3.7%	1.8%
COC(=O)C1CC2=C(CCCC2=O)N(c2ccccc2)C1=O (stereo not given)	5.1%	0.1%
CC(=O)c1cccc(NC(=O)CSc2ccc(-c3cccnc3)nn2)c1	11.7%	0.1%
CC=Cc1cc2c(c(=O)o1)C(=O)C(O)C(C)O2 (stereo not given)	7.5%	-7.7%
O=C(/C=C/c1cccs1)c1ccco1	-9.8%	-1.4%
O=S(=O)(c1cccc2ccccc12)N1CCC2CC1c1cc(-c3ccc(F)cc3)ccc12 (stereo not given)	6.2%	0.3%

Screening data deposited in PubChem by Southern Research Specialized Biocontainment Screening Center.
